Lamin A splicing – changes lamin A minigene splicing in HeLa cells; HeLa LMNA splicing GFP/RFP minigene ratio, 48 h; Potency, µM (series often up to 46.1 µM), without a hit: top-dose ratio change, negative = inhibition, hits mostly inhibitors; 0.01% of 200,000 active; AID 1487; active = well fitted inhibition curve with a large enough effect in the signal ratio, with a control signal flat, not every such curve was filed as active; inconclusive = small, poorly fitted or top-dose-only effect, or effect the other way, or a change in a side signal; the % refers to the signal ratio; also: potency is read from the fitted curve at half-maximal effect; % is scaled to controls: 0 for no effect and ±100 for the full control effect
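Read-out is the ratio of GFP to DsRed2 object intensity, acquired by 488 nm laser-scanning cytometry on HeLa lamin A-EGFP minigene reporter cells. Compound incubation 48 hrs at 37 °C in Opti-MEM with 2% FBS; DMSO 0.5% final.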
GAA spleen mod – inhibits or activates alpha-glucosidase in human spleen homogenate | Potency, µM (highest dose often 79.9 µM), for inactives: top-dose activity change, negative = inhibition, actives largely listed as inhibitors | 0.006% of 240,000 active | P10253 | human spleen homogenate, 4-MU-alpha-glucoside fluorescence;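 also: potency is read from the fitted curve at half-maximal effect; 0% = enzyme with vehicle and -100% = no enzyme basal signal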
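Human spleen homogenate (1 ug) with 4-methylumbelliferyl-alpha-D-glucopyranoside (1 mM final) in 50 mM citrate/phosphate pH 5.0, 0.01% Tween-20; 40 min at 37 C. Stopped at pH 10; 4-MU fluorescence Ex 365/Em 440 nm; AC50 by Hill fit.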
CBFb RUNX1 block – CBF-beta/RUNX1 interaction disruption; AlphaScreen CBFb-His/RUNX1-biotin binding, biochemical; Potency, µM (doses to about 59.8 µM), for the others: at the top dose activity, negative = inhibition, most hits filed as inhibitors; 230,000 tested, under 10 active; also: % of control where 0% means no effect
Target sequence (Q01196 whole entry, looked up): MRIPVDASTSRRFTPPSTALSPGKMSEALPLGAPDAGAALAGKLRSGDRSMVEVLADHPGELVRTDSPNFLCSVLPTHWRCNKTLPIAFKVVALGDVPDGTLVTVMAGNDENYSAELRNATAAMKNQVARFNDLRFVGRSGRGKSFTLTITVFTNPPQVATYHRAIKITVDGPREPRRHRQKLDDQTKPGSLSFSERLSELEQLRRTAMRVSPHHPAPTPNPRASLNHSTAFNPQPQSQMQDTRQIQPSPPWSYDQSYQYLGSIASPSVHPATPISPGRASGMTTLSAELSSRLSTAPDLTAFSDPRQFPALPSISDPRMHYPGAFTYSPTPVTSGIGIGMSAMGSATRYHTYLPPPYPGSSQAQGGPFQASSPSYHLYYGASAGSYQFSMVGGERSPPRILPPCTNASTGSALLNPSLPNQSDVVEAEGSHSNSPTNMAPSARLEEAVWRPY
Target sequence (Q13951 whole entry, looked up): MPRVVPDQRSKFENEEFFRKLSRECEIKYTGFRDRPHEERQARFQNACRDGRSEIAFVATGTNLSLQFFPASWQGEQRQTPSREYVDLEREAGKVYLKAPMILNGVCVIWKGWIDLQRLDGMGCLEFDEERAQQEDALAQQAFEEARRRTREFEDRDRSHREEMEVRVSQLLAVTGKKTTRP
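Read-out: AlphaScreen. Format: His-CBF-beta with biotinylated RUNX1 (30 nM each) preincubated 20 min, compound 15 min, Ni-chelate plus streptavidin beads 90 min; room temperature throughout.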
HTT aggregate – reduces HttQ103-GFP aggregates in PC12 cells; PC12 HttQ103-GFP aggregates, Acumen cytometry, 40 h; Potency, µM (titrated, usually from 46.1 µM), inactives show at the top dose activity change, negative = inhibition, actives largely listed as inhibitors; 1.1% of 220,000 active; AID 1688; also: potency is read from the fitted curve at half-maximal effect; % is scaled to controls: 0 for no effect and ±100 for the full control effect; nearly all actives have a fitted effect of over 60% in size
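Ecdysone-promoter PC12 model expressing HTT exon 1 Q103 fused to GFP, induced by tebufenozide at 100 nM final. Compounds titrated; aggregates sized 1–25 µm scored on a 488 nm laser cytometer.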
GAA inh – inhibitors of human lysosomal alpha-glucosidase. P10253. purified human GAA, 4-MU-alpha-glucoside fluorescence. Potency, µM (doses to about 76.9 µM), inactives show at the top dose activity change, negative = inhibition, most hits filed as inhibitors. 0.005% of 200,000 active. AID 1466;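 also: potency is read from the fitted curve at half-maximal effect; plate controls were uninhibited enzyme wells for no effect and no-enzyme background for full effect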
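Human enzyme at 4 nM with 400 uM 4-methylumbelliferyl-alpha-D-pyranoside, citrate/phosphate buffer pH 5.0, 0.005% Tween-20, 20 min at room temperature. Compounds up to 77 uM. 4-MU fluorescence (Ex 365/Em 440) read after NaOH/glycine stop; AC50 from Hill fit.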
HTT ATP protect – Huntington cell model cytoprotection by ATP luminescence; PC12 HTT-Q103 induced, cytoprotection, ATP luminescence, 40 h; Potency, µM (top dose mostly 56.4 µM), inactives show cytoprotection (ATP increase), usual class: activators; 0.14% of 230,000 active; AID 1471;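 also: potency is read from the fitted curve at half-maximal effect; % of control where 0% means no effect; nearly all actives have a fitted effect of over 45% in size; toxic huntingtin expression switched on by the ecdysone agonist tebufenozide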
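Compounds were screened for protection of PC12 cells against cell death after tebufenozide induction (100 nM final) of mutant Huntingtin exon 1 (Q103) fused to GFP.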
GAA glycogen mod – alters human alpha-glucosidase cleavage of glycogen | P10253 | recombinant GAA, glycogen substrate, Amplex Red glucose oxidase fluorescence | Potency, µM (highest dose often 76.4 µM), for the others: top-dose activity change, negative = inhibition, usual class: inhibitors | 0.38% of 300,000 active | AID 2100;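 also: potency is read from the fitted curve at half-maximal effect; 0% = full enzyme reaction and -100% = no-enzyme basal signal; the screen sought inhibitors and activators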
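Recombinant human enzyme (4 nM); glycogen substrate; 37 C, 40 min, pH 5.0. Readout: coupled glucose oxidase/Amplex Red fluorescence.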
Numbers without * were called inactive; ? = inconclusive; . = not tested or not shown; & = joins results of further samples; [ ] = dose if it differs, or a comment. Unless noted, calls follow the shape of the dose curve; as a rule, active = well fitted curve in the direction sought with a large enough effect; inconclusive = small, poorly fitted or top-dose-only effect, or another doubt; inactive = no such curve, though single readings can be large; an effect the other way counts as inactive or inconclusive. No enrichment for hits. About 1.5% of those tested had a hit in this group.

A first look:
SMILES	Lamin A splicing	GAA spleen mod	CBFb RUNX1 block	HTT aggregate	GAA inh	HTT ATP protect	GAA glycogen mod
O=C(O)CCC(=O)Nc1nnc(C(F)(F)F)s1	-6%	0%	5%	-16%	-8%	-5%	10%
CCOC(=O)c1cc(CC)sc1NC(=O)c1ccc(N2C(=O)CCC2=O)cc1	-2%	-4%	15%	0%	?	-7%[10 µM]	4%
CCOc1ccc(C(CC(=O)O)NC(=O)C23CC4CC(CC(C4)C2)C3)cc1OC (stereo not drawn)	?	2%	0%	4%	-6%	-30%	5%
O=S(=O)(NCc1cn2ccccc2n1)c1ccccc1F	.	3%	-20%	-15%[9.22 µM]	.	-1%[10 µM]	-9%
COC(=O)[C@H](Cc1ccccc1)NC(=O)NCc1ccccc1	.	0%	3%	0%[9.22 µM]	.	-1%[10 µM]	-6%

Results (from the top)
SMILES	Lamin A splicing	GAA spleen mod	CBFb RUNX1 block	HTT aggregate	GAA inh	HTT ATP protect	GAA glycogen mod
O=C(O)CCC(=O)Nc1nnc(C(F)(F)F)s1	-6%	0%	5%	-16%	-8%	-5%	10%
CCOC(=O)c1cc(CC)sc1NC(=O)c1ccc(N2C(=O)CCC2=O)cc1	-2%	-4%	15%	0%	?	-7%[10 µM]	4%
CCOc1ccc(C(CC(=O)O)NC(=O)C23CC4CC(CC(C4)C2)C3)cc1OC (stereo not drawn)	?	2%	0%	4%	-6%	-30%	5%
O=S(=O)(NCc1cn2ccccc2n1)c1ccccc1F	.	3%	-20%	-15%[9.22 µM]	.	-1%[10 µM]	-9%
COC(=O)[C@H](Cc1ccccc1)NC(=O)NCc1ccccc1	.	0%	3%	0%[9.22 µM]	.	-1%[10 µM]	-6%
Cc1ccc(N(Cc2cc3ccc(C)cc3[nH]c2=O)C(=O)c2ccco2)cc1	.	-1%	-6%	-2%[9.22 µM]	.	28%[10 µM]	2%
Cc1cc(NC(=O)c2ccc([N+](=O)[O-])o2)ccc1NC(=O)c1ccco1	.	1%	1%	.	-6%	-38%[inhibitor]	8%
Cc1ccc(NC(=O)CN2CCC(NC(=O)Cc3ccccc3)CC2)cc1C	-5%	-6%	5%	23%	5%	-77%[inhibitor]	1%
CC(C)c1ccc(/C=c2\sc3nc(-c4ccncc4)nn3c2=O)cc1	-1%	-8%	2%	14%	-9%	-22%	5%
COc1ccc(CCNC(=O)c2sc(=S)n(C)c2N)cc1	4%	-17%	2%	10%	-2%	-10%[0.074 µM]	-8%
COc1ccc(C(N)CCc2ccc(C)o2)cc1 (stereo not drawn)	8%	4%	-23%	14%	-4%	-5%	-2%
O=C(NCc1ccncc1)c1cc(-c2ccc(Cl)cc2)oc1C(F)(F)F	.	3%	8%	-24%[9.22 µM]	.	4%[10 µM]	-6%
COc1ccc(S(=O)(=O)N2CCC(C(=O)OCC(=O)c3ccccc3)CC2)cc1[N+](=O)[O-]	10%	-1%	-8%	18%	-8%	-12%[10 µM]	2%
O=c1[nH]n(-c2cccc(Cl)c2)c2ncccc12	16%	-8%	-4%	-12%	1%	-25%	-4%
Cc1cnc(NC(=O)COc2ccccc2Cl)s1	2%	5%	4%	4%	-3%	8%	1%
CCc1nc(SCc2cccnc2)c2c(=O)n(C)c(=O)n(C)c2n1	-8%	-14%	19%	7%	-2%	-4%[10 µM]	4%
CNc1nc(N)c(C(=O)C(C)(C)C)s1	-13%	-2%	6%	-17%	0%	-15%[0.074 µM]	-2%
CN(C)c1cccc(C(=O)Nc2cc(C(F)(F)F)ccc2-n2cnc3ccccc32)c1	-11%	-21%	-14%	7%	-9%	5%[1.9 µM]	-15%
Cc1ccc(SC(C)C(=O)Nc2c(C)n(C)n(-c3ccccc3)c2=O)cc1 (stereo not drawn)	-9%	-6%	5%	16%	-6%	18%	9%
Cc1cc(/C=C2\C(=N)N3C(SCc4ccccc4)=NSC3=NC2=O)c(C)n1Cc1ccccc1	-4%	6%	3%	12%	3%	-5%	-3%
COC(=O)Cn1ncc2c(C)n(Cc3ccccc3)c(C)c2c1=O	?	-5%	8%	-6%	-3%	27%	-6%
CCOc1cccc(N2C(=O)CC(N(CCc3ccc(OC)c(OC)c3)C(=O)CC)C2=O)c1 (stereo not drawn)	5%	-3%&-1%	5%&4%	4%	0%	-5%[1.9 µM]	-5%&5%
CCOC(=O)c1c(NC(=O)CSc2ncn[nH]2)sc(C)c1C	?	-8%	-9%	-18%	-15%	7%[10 µM]	3%
CN1CCN(S(=O)(=O)c2cccc(C(=O)Nc3sc4c(c3C(N)=O)CCCC4)c2)CC1	?	-25%	7%	-3%	-4%	-2%	6%
COC(=O)c1sccc1NC(=O)COc1ccc(F)cc1Cl	0%[46 µM]	0%	5%	-8%[9.22 µM]	9%	14%[10 µM]	2%
Cc1ccc(NC(=O)CN2C(=O)N/C(=C/c3cccn3-c3ccc(C(=O)O)cc3)C2=O)cc1	-6%	-6%	.	-6%	-1%	6%[10 µM]	8%
S=C(Nc1cccc(Cl)c1Cl)N1CCC2(CC1)OCCO2	?	-4%	6%	8%	3%	.	-3%
O=C(Nc1nnc(C(F)(F)F)s1)c1cccnc1	-16%	-3%	11%	7%	0%	21%[1.9 µM]	6%
CCN1CCN(C(=S)Nc2ccc(Cl)cc2Cl)CC1	?	1%	2%	-10%	0%	11%	1%
Cc1ncc(CO)c(/C=N/NC(=S)Nc2ccc(C(C)C)cc2)c1O	.	-3%	?	-26%[9.22 µM]	.	4%[10 µM]	-10%
Cc1ccc(Nc2nc(N)nc(CN3CCCCCC3)n2)cc1	12%	-11%	-17%	8%	4%	7%[10 µM]	6%
CCc1[nH]nc2c1C(c1ccncc1)C(C#N)=C(N)O2 (stereo not drawn)	?	-3%	6%	-5%	1%	1%[10 µM]	0%
COc1ccc(C(=O)Nn2c(C)nnc2-n2nc(C)cc2C)cc1OC	-12%	-2%	-5%	-10%	6%	15%[10 µM]	4%
CCOc1ccc2[nH]c(=O)c(CN(CCO)C(=O)c3ccccc3F)cc2c1	?	5%	-2%	-4%	-4%	-41%[inhibitor][10 µM]	-11%
Cc1ccc2nc(NC(=O)c3ccc(N4C(=O)CCC4=O)cc3)sc2c1	.	-5%	8%	14%	-2%	.	-10%
COC(=O)CSc1nc2cc(OC)ccc2cc1C#N	-1%	4%	18%	-16%	-4%	-12%[10 µM]	-7%
Cc1ccc(CNC(=O)c2cccc(OCc3c(C)noc3C)c2)cc1	?	-4%	18%	-3%[9.22 µM]	-3%	-3%	0%
Cc1noc(C(=O)NCc2ccc(F)cc2)c1Cl	-3%	7%	-1%	-15%	0%	-15%	-16%
CC1CCCC(C)N1C(=O)c1cc(-c2ccc(Cl)c(Cl)c2)on1 (stereo not drawn)	10%	-7%	0%	-28%	0%	-20%	-8%
CC(C)CNc1oc(-c2ccc(F)cc2)nc1C#N	-12%	-16%	1%	-14%	3%	6%[10 µM]	?
CCOC(=O)c1c(NC(=O)COc2cccc3c2CCN(CC)C3=O)sc2c1CCC2	5%	0%	7%	14%	4%	.	7%
CCCC(=O)Nc1nc(-c2ccccc2)c(CC)s1	9%[46 µM]	4%	2%	-8%[9.22 µM]	5%	-60%[inhibitor]	-4%
Cc1ccc2cc(NC(=O)c3cccc(F)c3)ccc2n1	.	1%	0%	18%[9.22 µM]	.	-11%[10 µM]	-2%
O=C(Cc1cccc2ccccc12)NC(NC(=S)Nc1ccccc1Cl)C(Cl)(Cl)Cl (stereo not drawn)	22%	-5%	?	?	2%	.	2%
Cc1n[nH]c(C)c1CCOc1ccc(C(C)C)cc1	?	8%	4%	?	0%	-24%	-3%
Cc1noc(C)c1COc1ccc(C(=O)NCCc2ccccn2)cc1	-7%[46 µM]	5%	9%	8%	0%	2%[10 µM]	-1%
Cc1c(Br)c(C(N)=O)nn1C	-1%	2%	2%	14%	-11%	11%	-3%
CC(C)(C)N1C(=O)[C@H]2[C@H]3[C@H](O)[C@H](O)C/C(=N/OC[C@@H](O)COCc4ccco4)[C@@H]3CC[C@@H]2C1=O	.	0%[17.4 µM]	-4%[13.1 µM]	.	.	?	.
COCCN(C(=S)Nc1ccccc1OC)C1CCN(C(C)=O)CC1	-8%	-2%	-22%	0%	2%	-7%[10 µM]	-9%
CCOc1ccc(C(CC(=O)O)n2cnnn2)cc1OC (stereo not drawn)	?	2%	-6%	11%	4%	-48%[inhibitor]	1%
C=CCOC(=O)C1=C(C)Nc2nc3ccccc3n2C1c1ccncc1 (stereo not drawn)	-3%	2%	-6%	-6%	0%	0%	4%
CCSc1ccccc1C(=O)Nc1cc(C)on1	-21%	4%	5%	-4%	-3%	6%[0.074 µM]	2%
CC(=O)Nc1ccc(C(=O)CSc2ncn(-c3ccccc3)n2)cc1	10%	-6%	-1%	-4%	-7%	-2%	-1%
CCOC(=O)CSc1nc2sc3c(c2c(=O)[nH]1)CC(C)(C)OC3	-1%	0%	1%	16%	2%	-8%	14%
Cc1cccc(C)c1-n1c(C)nn(CCOc2ccccc2)c1=O	.	-5%	2%	28%	-13%	13%	12%
CC(=O)NC(Cc1ccccc1)C(=O)NC1CCN(c2ncccc2[N+](=O)[O-])CC1 (stereo not drawn)	-18%	-5%	4%	8%	9%	-14%[10 µM]	-3%
COc1ccccc1OCCNC(=O)c1cc([N+](=O)[O-])cc([N+](=O)[O-])c1	.	.	-16%	0%	-9%	-26%	-9%
CC1CCCCN1CCNS(=O)(=O)c1ccc2c(c1)oc(=O)n2C (stereo not drawn)	2%	-18%	-4%	-26%	-8%	-2%[1.9 µM]	-3%
CCOC(=O)N1CCc2c(sc3c2c(=O)n(Cc2ccccc2)c(=O)n3CC(=O)NCCOC)C1	.	-1%	9%	17%	-4%	.	5%
Brc1ccc(-c2nn3c(-c4ccco4)nnc3s2)o1	?	4%	-15%	-5%	-4%	-24%	-1%
CCc1ccc(N(C(=O)Cc2cccs2)C(C(=O)NC2CCCCC2)c2cn(C)nc2C)cc1 (stereo not drawn)	12%	-5%	-1%	-16%	-21%	-27%	6%
CN1C(=O)/C(=C/c2cc3c(cc2Br)OCO3)NC1=S	-8%[46 µM]	-14%	-14%	-3%	-11%	-11%	0%

Screening results from PubChem BioAssay.
